# MBNL1-CUG inh – inhibitors of human MBNL1 binding to CUG repeat RNA. AID 2675. Potency, µM (doses to about 57.5 µM), without a hit: at the top dose activity change, negative = inhibition, most hits filed as inhibitors. 0.036% of 280,000 active. TR-FRET MBNL1-His/biotin-(CUG)12 binding, 665/545 ratio; active means well fitted inhibition curve with a large enough effect in the signal ratio, with a control signal flat, not every such curve was filed as active; inconclusive means small, poorly fitted or top-dose-only effect, or effect the other way, or a change in a side signal; inactive means no such curve, though single readings can be large or run the other way; the % refers to the signal ratio; further: potency means the concentration at half of the fitted maximal effect; on the % scale 0 is the no-effect control and ±100 the full control effect
#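 TR-FRET between His-tagged MBNL1 and biotin-(CUG)12 RNA, detected with Tb anti-His antibody (0.055 ng/ul) and streptavidin-XL665 (5 nM), 60 min at room temperature. Compounds titrated 92 nM to 58 uM; 665/545 nm ratio normalized to buffer and complex controls.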
# KCNH2 3.1 block – inhibitors of human KCNH2 3.1 potassium channel isoform; U2OS KCNH2 3.1, thallium flux FluxOr; hits give low values; activity change, % (tested at about 1.8 µM); 0.95% of 340,000 active;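 active means maximum activity change below -70%; inconclusive means maximum activity change from -70% to -50%; inactive means maximum activity change above -50%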;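 further: thallium influx rate constant from kinetic fluorescence after stimulation buffer; on the % scale 0 is the no-effect control and ±100 the full control effect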
#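 Normalized rate constant (relative to positive and negative DMSO controls) derived from a 2 min kinetic fluorescence read after stimulation; U2OS cells expressing the 3.1 isoform via virus at 1.77 x 10^8 /mL.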
# Mito fusion act – inhibitors of mitochondrial division or activators of mitochondrial fusion; Potency, µM (highest dose often 46.1 µM), inactives show at the highest dose growth rescue (activation), hits mostly activators; 0.23% of 320,000 active; S. cerevisiae fusion-defective mutant growth rescue, CellTiterGlo 48 h;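 further: potency means the concentration at half of the fitted maximal effect; % of control where 0% means no effect; nearly all actives have a fitted effect of over 45% in size; temperature-sensitive fusion mutants such as fzo1-1 at 37 °C on non-fermentable ethanol glycerol medium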
#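 Luminescent cell viability in 1536-well qHTS format served as the measure of rescued growth in ts fusion-mutant S. cerevisiae cultured on non-fermentable YPEG for 48 hours at 37C.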
# RORgamma inh – ROR gamma (mouse) transcription inhibition; 5.4% of 310,000 active; Drosophila S2 Gal4-RORgamma UAS-luciferase reporter, 20 h; P51450; AID 2551; Potency, µM (highest dose often 53.6 µM), for the others: at the highest dose activity change, negative = inhibition, usual class: inhibitors; further: potency means the concentration at half of the fitted maximal effect; on the % scale 0 is the no-effect control and ±100 the full control effect; nearly all actives have a fitted effect of over 60% in size
# Target sequence (P51450 whole entry, looked up, the tested form may be a part): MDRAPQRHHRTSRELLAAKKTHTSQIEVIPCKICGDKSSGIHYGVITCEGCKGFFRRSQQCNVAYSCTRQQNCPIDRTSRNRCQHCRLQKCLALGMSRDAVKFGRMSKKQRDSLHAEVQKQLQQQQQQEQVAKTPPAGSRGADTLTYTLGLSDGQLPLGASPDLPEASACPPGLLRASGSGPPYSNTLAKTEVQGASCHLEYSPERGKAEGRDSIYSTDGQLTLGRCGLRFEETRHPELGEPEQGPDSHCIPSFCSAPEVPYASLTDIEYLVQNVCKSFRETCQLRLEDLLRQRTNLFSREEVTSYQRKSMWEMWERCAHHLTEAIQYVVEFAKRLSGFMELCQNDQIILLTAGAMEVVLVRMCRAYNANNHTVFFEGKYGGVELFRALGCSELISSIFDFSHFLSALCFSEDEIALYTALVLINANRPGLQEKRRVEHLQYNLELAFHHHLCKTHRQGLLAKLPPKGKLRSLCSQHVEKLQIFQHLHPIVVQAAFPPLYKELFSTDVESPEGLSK
#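 Using a luciferase readout, inhibitors were identified by reduced reporter activity in Drosophila cells coexpressing a copper-inducible Gal4–ROR gamma fusion and UAS-driven Photinus luciferase, incubated 20 hr after 700 uM copper sulfate.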
# Menin MLL FP TR – menin-MLL binding inhibition, Texas Red mutant peptide | AID 1768 | Potency, µM (series often up to 61.6 µM), for the others: top-dose FP activity change, negative = inhibition, hits mostly inhibitors | 0.23% of 270,000 active | Menin + Texas Red MLL mutant peptide, fluorescence polarization; active means well fitted inhibition curve with a large enough effect in the polarisation, with a control signal flat, not every such curve was filed as active; inconclusive means small, poorly fitted or top-dose-only effect, or effect the other way, or a change in a side signal; inactive means no such curve, though single readings can be large or run the other way; the % refers to the polarisation; further: potency means the concentration at half of the fitted maximal effect; % of control where 0% means no effect; many of its hits are not listed in these tables
# ELG1 repair inh – ELG1-dependent DNA repair inhibition; HEK293T ELG1-luciferase reporter, luminescence, 16 h; DNA damage induced by 5-fluorouridine; Potency, µM (doses to about 46.1 µM), for inactives: top-dose activity change, negative = inhibition, hits mostly inhibitors; 2.3% of 330,000 active; AID 504467; further: potency means the concentration at half of the fitted maximal effect; on the % scale 0 is the no-effect control and ±100 the full control effect; nearly all actives have a fitted effect of over 55% in size
#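 DMSO vehicle served as the neutral condition. Each well held 2,000 cells given 5-fluorouridine plus compound; after 16 hr at 37 °C/5% CO2, ONE-Glo was added and luciferase measured 30 min later.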
# Gal4-VP16 FLuc – counter-screen for ROR gamma inhibitors: Gal4-VP16 reporter; Drosophila S2 Gal4-VP16 UAS-luciferase, luminescence, 20 h; Potency, µM (titrated, usually from 53.6 µM), inactives show at the top dose activity, negative = inhibition, most hits filed as inhibitors; 3.5% of 310,000 active;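 further: Gal4-VP16 expression switched on by copper sulfate through the metallothionein promoter; potency means the concentration at half of the fitted maximal effect; on the % scale 0 is the no-effect control and ±100 the full control effect; nearly all actives have a fitted effect of over 50% in size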
# NPC1 prom act – activators of NPC1 promoter. Potency, µM (titrated, usually from 9.22 µM), for the others: at the top dose activation, most hits filed as activators. AID 485313. Huh7 NPC1 promoter luciferase reporter, 24 h. 2.4% of 320,000 active;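 further: potency means the concentration at half of the fitted maximal effect; % of control where 0% means no effect; nearly all actives have a fitted effect of over 60% in size; reporter is driven by a mutant NPC1 promoter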
#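 Compounds in DMSO were transferred onto Huh7 NPC1-luciferase reporter cells pre-incubated 2 h; after 24 h at 37 °C, Amplite reagent was dispensed and luminescence recorded 10 min later.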
# Rab9 prom act – activators of Rab9 promoter; Huh7 Rab9 promoter-luciferase reporter, luminescence, 24 h; Potency, µM (series often up to 9.22 µM), for inactives: at the highest dose activation, negative = inhibition, most hits filed as activators; 2.8% of 320,000 active; AID 485297; further: potency means the concentration at half of the fitted maximal effect; % of control where 0% means no effect; nearly all actives have a fitted effect of over 60% in size
#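 Luciferase signal after 10 min detection reagent at ambient indicates Rab9 promoter upregulation; stably transfected Huh7 cells were treated 24 h with compound in DMSO at 37 °C, 5% CO2.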
# PKM2 act – PKM2 (human) enzyme activation | 0.34% of 260,000 active | AID 1631 | P14618 | purified PKM2, Kinase-Glo ATP luminescence, activation; response scale: 0% is enzyme alone, no compound | Potency, µM (series often up to 57.5 µM), inactives show top-dose activation, usual class: activators; further: potency means the concentration at half of the fitted maximal effect; on the % scale 0 is the no-effect control and ±100 the full control effect; nearly all actives have a fitted effect of over 55% in size
#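 hPK-M2, >95% pure; 0.1 mM ADP / 0.5 mM PEP final; imidazole pH7.2 buffer w/ 7 mM MgCl2, 50 mM KCl; 1 h RT; Kinase-Glo lum. Intermediate enzyme activity for dual inhibitor/activator qHTS.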
# FLuc counter – firefly luciferase modulation, counter-screen for miR-21 project; Potency, µM (doses to about 57.5 µM), without a hit: at the highest dose activity change, negative = inhibition, usual class: inhibitors; P08659; AID 588342; purified FLuc, Km substrates, luminescence inhibition; 6.9% of 360,000 active;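 further: potency means the concentration at half of the fitted maximal effect; plate controls were vehicle for no effect and reference inhibitor for full effect; nearly all actives have a fitted effect of over 55% in size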
# Target sequence (P08659 whole entry, looked up): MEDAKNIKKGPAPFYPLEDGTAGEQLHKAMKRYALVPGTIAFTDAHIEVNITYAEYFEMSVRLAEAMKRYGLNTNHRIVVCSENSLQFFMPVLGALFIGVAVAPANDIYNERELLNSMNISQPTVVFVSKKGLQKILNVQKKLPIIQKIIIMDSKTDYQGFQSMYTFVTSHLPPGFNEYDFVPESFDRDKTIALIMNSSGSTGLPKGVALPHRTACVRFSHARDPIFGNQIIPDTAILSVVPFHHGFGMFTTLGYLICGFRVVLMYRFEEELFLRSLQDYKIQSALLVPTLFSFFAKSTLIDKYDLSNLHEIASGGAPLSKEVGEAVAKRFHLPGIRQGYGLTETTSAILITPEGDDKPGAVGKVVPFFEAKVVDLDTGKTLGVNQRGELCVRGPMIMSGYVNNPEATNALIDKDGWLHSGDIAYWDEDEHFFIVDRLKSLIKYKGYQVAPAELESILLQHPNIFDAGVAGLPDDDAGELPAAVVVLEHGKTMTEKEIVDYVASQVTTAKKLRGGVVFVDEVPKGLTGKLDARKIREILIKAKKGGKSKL
#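 Purified P. pyralis luciferase, 10 nM final, with Km-level 10 uM D-luciferin and 10 uM ATP in 50 mM Tris acetate pH 7.5, 10 mM Mg acetate, 0.01% Tween-20, 0.05% BSA; 6-point qHTS titration about 60 µM downward; luminescence read.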
# * hit, by the source's call; ? = inconclusive; . = not tested or not shown; & = joins results of further samples; [ ] = dose if it differs, or a comment. Unless noted, the call rests on the fitted dose curve; in most records, active means well fitted curve in the direction sought with a large enough effect; inconclusive means small, poorly fitted or top-dose-only effect, or another doubt; inactive means no such curve, though single readings can be large; an effect the other way counts as inactive or inconclusive. The list is partial, so the mix of outcomes need not match the whole.
entry	SMILES	FLuc counter	Menin MLL FP TR	MBNL1-CUG inh	Rab9 prom act	RORgamma inh	Gal4-VP16 FLuc	PKM2 act	ELG1 repair inh	Mito fusion act	NPC1 prom act	KCNH2 3.1 block
1	CCc1cc(=O)[nH]c(SCC(=O)Nc2cc(C)on2)n1	0%	.	.	-1%	.	.	.	6%	-1%	-1%	5
2	COc1ccc(C2/C=C\CN(S(=O)(=O)c3cccs3)CC(=O)N2Cc2ccc(F)cc2)cc1 (centres undefined)	3%	26%	-6%	-5%	11%&7%	-2%&-3%	-4%	-4%	-15%	0%	-6
3	Cc1ccc(NC(=O)[C@@H](C)NC(=O)[C@@H]2Cc3ccccc3CN2)cc1	-5%	.	0%	0%	-1%	1%	.	18%	-1%	-1%	-4
4	c1ccc(-c2nc3cc4ccccc4cc3[nH]2)nc1	0.11µM*	17%	?	0.63µM*	2.8µM*	3.2µM*	-43%	?	-7%	0.63µM*	10
5	CCN(CC)C(=O)CSc1nc(O)c(Cc2ccccc2)c(=O)n1-c1ccccc1	2%	?	-6%	-7%	25%	-1%	-1%	10%	1%	1%	-9
6	CN(C)C(=O)CN(c1ccc2c(c1)OCO2)S(C)(=O)=O	9%	27%	9%	7%	4%	-27%	-4%	30%	-3%	-1%	18
7	Cc1nn(C2CCS(=O)(=O)C2)c(C)c1CN(C)C(=O)c1ccccc1 (centres undefined)	-1%	.	.	0%	.	.	.	12%	-6%	-2%	-2
8	COc1ccc2c(=O)c3c(=O)n(-c4ccc(C)cc4)c(-c4ccccc4)nc3oc2c1	-1%	.	.	-4%	-8%	-10%	1%	-8%	3%	-2%	.
9	CCCCNC(c1ccccc1)c1ccncc1 (centres undefined)	1%	2%	-6%	0%	-20%	2%	6%	-6%	-2%	-3%	20
10	Cc1ccc(N(C(=O)CCC(=O)Nc2nccs2)C(C(=O)NC(C)(C)C)c2ccc(O)cc2)cc1 (centres undefined)	-11%	1%	-4%	-5%	44%	-4%	2%	12%	7%	-5%	5
11	C=CCNc1nc(-c2cccs2)c(CC(=O)O)s1	-1%	.	8%	0%	9%	5%	-2%	2%	-1%	2%	13
12	CNc1nccc(-c2ccc(Cl)cc2)c1C#N	-8%	-8%	-4%	27%	38%	7%	0%	-5%	0%	-2%	1
13	C=CCC(CC=C)(NC(=O)c1ccccc1)c1ccccc1	-6%	-2%	-15%	0%	-15%	18µM*	-12%	20%	17%	-1%	2
14	S=C(NC1CCCC1)N1CCN(c2ccc(Cl)cc2)CC1	1%	13%	-3%	0%	-36%	-17%[10 µM]	0%	?	3%	-1%	1
15	CCOC(=O)C1=C(C)N(c2ccccc2)C(=O)/C1=C\c1ccco1	-3%	-1%	0%	0%	?	?	-9%	-26%	2%	-4%	-9
16	COCCOC(=O)C1=C(C)N(c2ccccc2)C(=S)NC1c1ccccc1C(F)(F)F (centres undefined)	6%	-9%	6%	-3%	18µM*	?	.	-17%	-1%	0%	-11
17	CCOC(=O)Cc1nnc(NC(=O)CSc2ccc(Cl)cc2)s1	0%	?	6%	3%	-8%	7%	2%	7%	-1%	8%	-6
18	COc1ccccc1OCC(=O)Nc1ccc(S(=O)(=O)N2CCOCC2)cc1	0%	32%[activator]	-5%	4%	-4%	11%	.	-11%	-1%	-4%	0
19	Cc1c(C(=O)NC(=S)NCc2cccnc2)oc2ccccc12	4%	24%	-2%	-4%	?	2%	-1%	2%	-2%	1%	7
20	CCc1nnc(NC(=O)c2ccc(S(=O)(=O)N(CC)Cc3ccccc3)cc2)o1	2%	?	-9%	-17%	0.1µM*	0.11µM*	-1%	-14%	-1%	-2%	-5

entry	SMILES	FLuc counter	Menin MLL FP TR	MBNL1-CUG inh	Rab9 prom act	RORgamma inh	Gal4-VP16 FLuc	PKM2 act	ELG1 repair inh	Mito fusion act	NPC1 prom act	KCNH2 3.1 block
21	C(=C\c1ccco1)/C1=NN(c2ccccc2)C(c2ccco2)C1 (centres undefined)	?	?	32%[activator]	1%	?	?	7%	?	18%	3%	-7
22	Cc1ccc(S(=O)(=O)c2c(C)cc(C)nc2Oc2cccc(C(F)(F)F)c2)cc1	-1%	?	-5%	-3%	-22%	-8%	-2%	6%	-6%	-5%	-16
23	CC(=O)NC(c1cccs1)c1cc(Cl)c2ccccc2c1O (centres undefined)	4%	.	.	-1%	.	.	.	22%	2%	2%	.
24	Cc1ccc(N(C)C(=O)n2cnc3ccccc32)cc1	-3%	5%	-21%	8%	-3%	-12%	0%	-11%	-1%	2%	-3
25	COc1ccc(OC)c(NC(=S)N(CCc2c(C)[nH]c3ccccc23)Cc2cccs2)c1	1%	?	20%	-1%	8.9µM*	8%	-2%	-20%	8%	-5%	-41
26	CC(C)OP(=O)(OC(C)C)C(Nc1ccccc1)c1ccccc1C(F)(F)F (centres undefined)	0%	-14%	.	0%	-23%	5%	5%	-2%	5%	0%	0
27	Cc1ccc(-n2nnnc2SCC(=O)NCC2(N3CCOCC3)CCCCC2)cc1	2%	.	.	-4%	.	.	.	2%	1%	-1%	-7
28	O=C(CSc1nnnn1C1CCCC1)Nc1ccccc1F	-13%	.	-1%	1%	23%	10%	2%	20%	2%	2%	3
29	O=C(CCn1nnc2ccccc21)N1CCN(c2ccccc2)CC1	?	3%	-6%	?	9%	17%	3%	?	1%	20%	-7
30	CCCCOC(=O)C(C#N)c1nc2ccccc2nc1N1CCN(Cc2ccc3c(c2)OCO3)CC1 (centres undefined)	6%	-1%	13%	-4%	3%	-3%	1%	-13%	-4%	-4%	?
31	COc1ccccc1NC(=O)Nc1ccc(N2CCOCC2)cc1	17µM*	11%	-6%	?	4%	-6%	-7%	?	1%	?	0
32	Cc1ccn2cc(CNS(=O)(=O)c3ccc4ccccc4c3)nc2c1	-11%	.	3%	-2%	-3%	-8%	-6%	1%	-3%	3%	.
33	COc1ccc(C(=O)Nc2ccc3c(c2)nc(CN2CCCC2)n3C)cc1	?	-5%	-1%	-1%	11%	1%	4%	-15%	-4%	-1%	20
34	O=C(CCc1nnc(CCCc2ccccc2)o1)NCCc1ccccc1	-17%	-27%	3%	4%	4%	3%	-5%	13%	-1%	6%	4
35	CN1CCN(C(=O)c2ccccc2NC(=O)c2ccccc2Br)CC1	2%	.	-4%	-3%	-10%	0%	.	8%	0%	-2%	6
36	O=C(c1ccc(F)cc1)c1ccc(N2CCCCC2)cc1	6.7µM*	-14%	5%	2.5µM*	-15%	-2%	.	?	-14%	2.8µM*	-6
37	C=CCN1C(=O)CN=C1Nc1cc(C)cc(C)c1	5%	-10%	-5%	-2%	-7%	-1%	4%	10%	0%	-3%	10
38	Cc1ccc(C(=O)N2CCN(c3ccc([N+](=O)[O-])cc3-n3cccc3)CC2)cc1	-2%	.	23%	-13%	32%	-12%	0%	-16%	23%	-2%	-18

# Quoted from above: compounds 34–38
entry	SMILES	FLuc counter	Menin MLL FP TR	MBNL1-CUG inh	Rab9 prom act	RORgamma inh	Gal4-VP16 FLuc	PKM2 act	ELG1 repair inh	Mito fusion act	NPC1 prom act	KCNH2 3.1 block
34	O=C(CCc1nnc(CCCc2ccccc2)o1)NCCc1ccccc1	-17%	-27%	3%	4%	4%	3%	-5%	13%	-1%	6%	4
35	CN1CCN(C(=O)c2ccccc2NC(=O)c2ccccc2Br)CC1	2%	.	-4%	-3%	-10%	0%	.	8%	0%	-2%	6
36	O=C(c1ccc(F)cc1)c1ccc(N2CCCCC2)cc1	6.7µM*	-14%	5%	2.5µM*	-15%	-2%	.	?	-14%	2.8µM*	-6
37	C=CCN1C(=O)CN=C1Nc1cc(C)cc(C)c1	5%	-10%	-5%	-2%	-7%	-1%	4%	10%	0%	-3%	10
38	Cc1ccc(C(=O)N2CCN(c3ccc([N+](=O)[O-])cc3-n3cccc3)CC2)cc1	-2%	.	23%	-13%	32%	-12%	0%	-16%	23%	-2%	-18
